DUSP1 inh – blocks human MKP-1 phosphatase activity | P28562 | recombinant MKP-1, OMFP hydrolysis fluorescence | inhibition, %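 (compounds tested at a single concentration somewhere between 10 and 100 µM)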 | 65,000 compounds, 0.15% hits;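 active = inhibition above about 50%, limit read from the data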;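 also: 0% = DMSO max control wells and 100% = wells with enzyme stopped by NaOH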
Target sequence (P28562 whole entry, looked up): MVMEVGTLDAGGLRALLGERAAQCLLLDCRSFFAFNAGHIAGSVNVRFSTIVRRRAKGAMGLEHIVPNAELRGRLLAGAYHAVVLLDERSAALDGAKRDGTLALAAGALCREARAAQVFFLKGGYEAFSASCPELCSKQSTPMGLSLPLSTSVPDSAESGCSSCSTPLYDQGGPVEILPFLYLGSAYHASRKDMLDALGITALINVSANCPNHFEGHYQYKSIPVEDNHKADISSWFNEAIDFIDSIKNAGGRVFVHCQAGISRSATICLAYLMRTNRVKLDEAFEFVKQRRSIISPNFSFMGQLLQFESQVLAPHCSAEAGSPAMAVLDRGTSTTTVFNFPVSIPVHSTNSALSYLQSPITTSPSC
D1 allo mod – allosteric modulators of human D1 dopamine receptor; B-score at 10 µM; HEK293 D1, CRE-luciferase, dopamine EC30 potentiation; actives deviate in either direction; 58,000 compounds, 5.9% hits; P21728; AID 641;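 active = luminescence count or its row- and column-corrected plate score outside the 99.7% band of the plate's sample wells, on either side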
Ec RNAP inh – inhibitors of Escherichia coli RNA polymerase; AID 559; P0A8V2; 62,000 compounds, 0.2% hits; inhibition, %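 (tested at 10 µM)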; E. coli RNA polymerase, fluorescence transcription assay; in the data active = inhibition above about 20%;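 also: 0% = enzyme without compound and 100% = no enzyme blank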
Cdc25B block – human M-phase inducer phosphatase 2 inhibition | P30305 | recombinant Cdc25B, OMFP fluorescence Ex485/Em525 | inhibition, %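 (compounds tested at 10 µM final in the well)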 | 65,000 compounds, 0.1% hits; in the data active = inhibition above about 50%
Target sequence (P30305 whole entry, looked up): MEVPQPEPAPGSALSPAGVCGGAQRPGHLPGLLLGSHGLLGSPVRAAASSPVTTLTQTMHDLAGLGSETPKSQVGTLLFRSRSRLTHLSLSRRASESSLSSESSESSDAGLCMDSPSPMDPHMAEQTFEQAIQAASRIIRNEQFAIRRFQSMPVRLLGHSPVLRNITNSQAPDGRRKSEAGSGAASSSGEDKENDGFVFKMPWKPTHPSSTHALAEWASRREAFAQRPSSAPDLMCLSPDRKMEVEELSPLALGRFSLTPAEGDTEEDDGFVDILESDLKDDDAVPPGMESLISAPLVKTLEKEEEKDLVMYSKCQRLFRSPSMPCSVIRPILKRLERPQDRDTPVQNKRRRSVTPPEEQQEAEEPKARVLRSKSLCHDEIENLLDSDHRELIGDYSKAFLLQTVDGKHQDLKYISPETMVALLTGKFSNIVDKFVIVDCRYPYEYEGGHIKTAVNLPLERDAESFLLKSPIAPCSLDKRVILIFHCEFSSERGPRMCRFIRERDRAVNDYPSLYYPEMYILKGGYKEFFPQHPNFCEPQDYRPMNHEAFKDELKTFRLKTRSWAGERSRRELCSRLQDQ
AP ELISA ortho – orthogonal test for alternative complement pathway inhibitors. Human serum alternative complement pathway, LPS-coated ELISA, C3 deposition; tested in compound mixtures. 62,000 compounds, 0.08% hits. inhibition, % at 5 µM. AID 1235;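 active = inhibition above 30% in each of the two pooled mixtures holding the compound, so the lower value exceeds 30%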;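 also: 0% = serum in Mg-EGTA without compound and 100% = EDTA serum blank; some compounds past the cut are filed as inactive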
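Assay system: human serum alternative complement pathway, C3 deposition on LPS-coated wells; Dosing: 5 µM per compound in ten-compound mixtures; Detection: Anti-C3 ELISA, OD 450 nm; Buffer or medium: Mg2+-EGTA GVB++ buffer containing human serum at 1:15 dilution; Timing: 1 h at 37 °C; Replication: two different pools per compound.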
CatB mixtures – inhibitors of human cathepsin B in compound mixtures | P07858 | Purified cathepsin B, AMC dipeptide fluorescence | inhibition, %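 (ten-compound pools at 5 µM per compound and 50 µM total)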 | 62,000 compounds, 0.06% hits | AID 488; in the data active = inhibition above about 22%, passing the limit was not always enough;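 also: 0% = enzyme without compound and 100% = no enzyme blank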
Ecoli tolC – blocks growth of E. coli BW25113 tolC mutant. OD615. growth inhibition, % at 10 µM (by protocol). 65,000 compounds, 2.2% hits. AID 573;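 active = growth inhibition at or above a cutoff equal to the mean over every tested compound plus 3 SD, cut at about 60% in these data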;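 also: growth measured after 20 h incubation at 37 °C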
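Signal: optical density read at 615 nm; Assay system: E. coli ΔtolC::kan strain BW25113; Times: 20 h incubation with compound, 37 °C; Dosing: 10 µM final, single dose.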
Hsp90 inh – displaces geldanamycin probe from tumor Hsp90. P07900. NCI-N417 lysate Hsp90, Cy3B-geldanamycin FP displacement. inhibition, % at 30 µM. 64,000 compounds, 0.35% hits. AID 429;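 active = inhibition above 50%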;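 also: 0% = tracer plus lysate wells and 100% = tracer alone without lysate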
CatB inh – blocks human cathepsin B protease activity; purified cathepsin B, fluorogenic substrate, fluorescence; inhibition, %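 (tested at 10 µM)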; 63,000 compounds, 0.1% hits; P07858; in the data active = inhibition above about 21%;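 also: 0% = enzyme with no compound and 100% = no enzyme blank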
* = called active by the depositor; . = not tested or not shown.

Start of the data: the first 5 compounds as a preview:
structure | Hsp90 inh | Cdc25B block | Ec RNAP inh | CatB mixtures | D1 allo mod | AP ELISA ortho | CatB inh | DUSP1 inh | Ecoli tolC
N#Cc1c(NC(=O)CN2CCOCC2)oc(-c2ccccc2)c1-c1ccccc1 | -2 | -26 | 10 | 4 | . | 25 | 5 | 26 | 33
O=C(Cn1cc2c(n1)CCCC2)N1CCCc2ccccc21 | -2 | -9 | 6 | 1 | . | 2 | 3 | -8 | -1
CCC(C)(C(=O)NC1CCCC1)N(Cc1ccco1)C(=O)c1ccc2c(c1)OCO2 (stereo not drawn) | -1 | -3 | 2 | -3 | 4.9* | 5 | 1 | 5 | 8
CCOc1cccc(C(=O)N2CCCCC2c2cccnc2)c1 (stereo not drawn) | -7 | -6 | 5 | -9 | 0.86 | 4 | 0 | -1 | -9
COc1ccc(C(C)C)cc1S(=O)(=O)N1CCN(C)CC1 | -2 | 3 | 1 | 0 | -1.1 | 12 | 4 | -17 | -22

The listing (from the top)
structure | Hsp90 inh | Cdc25B block | Ec RNAP inh | CatB mixtures | D1 allo mod | AP ELISA ortho | CatB inh | DUSP1 inh | Ecoli tolC
N#Cc1c(NC(=O)CN2CCOCC2)oc(-c2ccccc2)c1-c1ccccc1 | -2 | -26 | 10 | 4 | . | 25 | 5 | 26 | 33
O=C(Cn1cc2c(n1)CCCC2)N1CCCc2ccccc21 | -2 | -9 | 6 | 1 | . | 2 | 3 | -8 | -1
CCC(C)(C(=O)NC1CCCC1)N(Cc1ccco1)C(=O)c1ccc2c(c1)OCO2 (stereo not drawn) | -1 | -3 | 2 | -3 | 4.9* | 5 | 1 | 5 | 8
CCOc1cccc(C(=O)N2CCCCC2c2cccnc2)c1 (stereo not drawn) | -7 | -6 | 5 | -9 | 0.86 | 4 | 0 | -1 | -9
COc1ccc(C(C)C)cc1S(=O)(=O)N1CCN(C)CC1 | -2 | 3 | 1 | 0 | -1.1 | 12 | 4 | -17 | -22
O=C1CC(c2nc3ccccc3[nH]2)CN1Cc1ccccc1 (stereo not drawn) | -2 | -5 | 0 | -2 | . | 14 | -1 | 2 | -12
Cc1oc2cc(O)ccc2c(=O)c1-c1cnn(-c2ccccc2)c1 | 0 | 4 | 4 | 6 | -0.17 | 1 | 3 | -16 | 9
Cc1ccc2c(c1C)NC(C)CC2C (stereo not drawn) | -1 | -11 | 2 | -8 | 0.031 | 9 | 1 | -8 | -14
CC1(C)Cc2[nH]c(=S)c(C#N)cc2CO1 | -7 | -9 | -4 | . | . | . | 1 | -12 | -19
Cc1ccc(S(=O)(=O)NC(=NC(C)C(=O)O)c2ccccc2)cc1 (stereo not drawn) | -2 | -5 | 6 | 3 | -0.23 | 16 | 7 | 10 | -17
CCOc1ccc(NS(=O)(=O)c2ccc3[nH]cc(C(=O)NCCOC)c(=O)c3c2)cc1 | -4 | 14 | 2 | 4 | 0.044 | 14 | 3 | -4 | -3
O=C(CSc1nc2[nH]ncc2c(=O)n1-c1ccccc1Br)NCc1ccco1 | -4 | 3 | 8 | 7 | 0.67 | 4 | -2 | 4 | -2

Next section
structure | Hsp90 inh | Cdc25B block | Ec RNAP inh | CatB mixtures | D1 allo mod | AP ELISA ortho | CatB inh | DUSP1 inh | Ecoli tolC
Clc1ccccc1C(c1nnnn1Cc1ccco1)N1CCN(Cc2ccco2)CC1 (stereo not drawn) | 4 | 3 | 5 | 3 | -0.79 | 5 | 2 | 20 | .
CCCn1c(Sc2nnnn2-c2ccccc2)n[nH]c1=O | 1 | -3 | . | 2 | -0.81 | -10 | -2 | 32 | -8
COc1ccc(NC(=O)Nc2ccc(N3CCCC3=O)cc2)cc1OC | -2 | -2 | 3 | 2 | -0.015 | 10 | 0 | -3 | -9
O=c1c(-c2ccc(F)cc2)coc2cc(O)ccc12 | -1 | -4 | . | -1 | -1.5 | -7 | . | 7 | 5
CC(C)Cc1cc(C(=O)Nc2sc3c(c2C#N)CCCC3)no1 | 1 | 2 | 1 | 3 | 0.035 | 15 | 2 | -2 | 79*
Cc1nn(CCCNC(=O)C2CCCO2)cc1Br (stereo not drawn) | -6 | -4 | 5 | 6 | 0.51 | 22 | -5 | 22 | -12
Cc1ccc(CNC(=O)CSc2ncccn2)cc1 | -3 | 7 | 6 | 2 | 0.061 | 7 | 3 | 6 | -10
CN(C)CCNC(=O)c1cc2ccccc2oc1=O | -6 | -8 | 12 | 2 | . | -5 | 5 | -2 | 1
COc1ccc(OC)c(Nc2ncnc3c2cnn3-c2ccccc2)c1 | 4 | -16 | 8 | 1 | -0.69 | 2 | 3 | -3 | 12
COc1ccc(C)cc1S(=O)(=O)N(C)CC(=O)NC1CCCCC1 | 0 | -15 | 6 | 1 | 1.2 | 8 | 4 | 17 | 3
COc1ccc2nc(NC(=O)C3CCCN(S(=O)(=O)c4c(C)noc4C)C3)sc2c1 (stereo not drawn) | -3 | -7 | -4 | 1 | -0.12 | 25 | -2 | 9 | 18
COc1ccc(-c2nnc(SCCc3ccccc3)n2N)cc1 | -3 | -3 | -4 | -2 | -0.038 | 8 | 0 | -10 | 2

More structures follow.
structure | Hsp90 inh | Cdc25B block | Ec RNAP inh | CatB mixtures | D1 allo mod | AP ELISA ortho | CatB inh | DUSP1 inh | Ecoli tolC
CCN(CCNC(=O)CN1CCN(Cc2ccc(Cl)cc2)C1=O)c1ccccc1 | -1 | -28 | 6 | -4 | -0.037 | -1 | 5 | 18 | 20
Cc1cc(Nc2ccc(F)c(Cl)c2)n2ncnc2n1 | -2 | 1 | 5 | 2 | 4.3* | 22 | -5 | -1 | -15
COc1ccc(CCNC(=O)CC2Nc3ccccc3NC2=O)cc1OC (stereo not drawn) | 0 | 12 | 2 | 6 | 1.7 | 8 | 7 | -5 | -10
O=C(c1cccc(C(=O)N2CCN(c3ccccc3F)CC2)c1)N1CCN(c2ccccc2F)CC1 | -4 | -17 | 8 | -2 | -0.88 | -6 | 4 | 8 | 28
COc1ccc(S(=O)(=O)Nc2cc(C)ccc2OC)cc1C | 0 | -2 | 10 | 2 | 0.5 | -7 | 3 | -5 | 14
CN(C)S(=O)(=O)c1cccc(C(=O)NCC2CCCO2)c1 (stereo not drawn) | -13 | -7 | 1 | 3 | . | 10 | 4 | -4 | -9
COCCOC(=O)C1=C(C)NC2=C(C(=O)CCC2)C1c1cc2c(cc1Br)OCO2 (stereo not drawn) | -1 | -17 | 6 | -7 | 0.46 | -4 | -1 | 3 | -18
CCOC(=O)c1cc2sc(C)cc2n1CC(=O)N1CCN(C(=O)c2ccco2)CC1 | -1 | 3 | 11 | 4 | -2.2 | -6 | 2 | 12 | -15
CCCCNC(=O)Nc1ccccc1C(=O)NCc1ccco1 | -8 | 2 | 4 | 3 | 0.78 | -2 | -5 | 8 | -14
Cc1cccc(OCCCC(=O)Nc2ccc(S(=O)(=O)Nc3onc(C)c3C)cc2)c1 | -1 | 3 | 2 | 6 | 0.95 | 8 | 2 | 24 | 26
Cc1nc(CN2CCCC2=NC#N)n(-c2ccccc2)n1 | -1 | -4 | 7 | 2 | -0.4 | 16 | -1 | 2 | -23
Cc1nnc(NC(=O)Cc2cccs2)s1 | -10 | -3 | 4 | 1 | -0.092 | 6 | 2 | -13 | -22

(continued)
structure | Hsp90 inh | Cdc25B block | Ec RNAP inh | CatB mixtures | D1 allo mod | AP ELISA ortho | CatB inh | DUSP1 inh | Ecoli tolC
COc1cc2c(cc1OC)C(C(=O)NCc1cccnc1)C(c1cccnc1)N(C)C2=O (stereo not drawn) | . | -13 | -2 | -4 | . | -6 | -4 | -1 | 13
O=C(NCCN1CCN(Cc2ccccc2)CC1)C1c2ccccc2C(=O)N2CCc3ccccc3C12 (stereo not drawn) | 2 | 4 | 5 | -10 | -0.24 | 7 | 4 | 19 | -6
CCOC(=O)C1CCN(C(=O)Nc2ccc(Cl)cc2)CC1 | 0 | -4 | 4 | 1 | -0.34 | -2 | 0 | 4 | 9
Cc1ccc2c(c1)N(CC(=O)N1CCCc3ccccc31)C(=O)CO2 | -1 | 1 | 2 | -2 | 1.8 | 2 | 6 | -24 | 8
CCc1cc2c(=O)n(-c3ccccc3)cnc2s1 | -1 | -18 | 3 | -2 | 1.3 | -6 | 1 | -12 | 4
CCOC(=O)c1c(N2C(=O)C3C4C=CC(O4)C3C2=O)sc2c1CCCC2 (stereo not drawn) | . | 2 | 6 | -4 | 0.68 | 1 | -3 | 12 | 1
CCn1ccc(=N)cc1 | -2 | 3 | -3 | -5 | -0.089 | 3 | 0 | -19 | 2
COC(=O)c1ccc(CSc2nc3ccccc3o2)cc1 | -1 | -7 | 11 | -4 | 0.021 | 3 | 3 | 19 | 65*
O=C1CCCN1CCCn1cnc2c([nH]c3ccc(F)cc32)c1=O | -3 | -7 | 3 | -3 | 1.2 | 0 | 6 | -6 | -21
COc1ccc(-n2nnnc2SCC(=O)Nc2ccc3c(c2)OCCO3)c(OC)c1 | 2 | -14 | 9 | 6 | -0.33 | 9 | 2 | 102* | -3
COC(=O)c1sc(N)c(C(=O)OC)c1CSc1nnnn1C | -2 | -8 | 13 | 1 | 0.097 | 11 | 1 | 8 | -5
Cn1c(=O)c2[nH]cnc2n(-c2ccccc2)c1=O | -14 | 6 | 7 | 7 | 7.3* | 8 | 1 | 17 | -15

More entries.
structure | Hsp90 inh | Cdc25B block | Ec RNAP inh | CatB mixtures | D1 allo mod | AP ELISA ortho | CatB inh | DUSP1 inh | Ecoli tolC
O=C(Cc1ccccc1)N1CCC(C(=O)N2CCN(c3ccc(F)cc3)CC2)CC1 | . | . | 0 | 4 | -0.59 | 17 | 2 | . | 8
COCCN(C(=O)CNC(=O)c1ccco1)C(C(=O)NC1CCCCC1)c1cccc(OC)c1 (stereo not drawn) | -3 | -15 | 6 | 7 | -0.57 | 9 | 4 | 2 | -2
CC1(C)CC(=O)C=C(NCc2ccncc2)C1 | -6 | -3 | 7 | -1 | 0.061 | -1 | 0 | 17 | 9
CCN(CC)S(=O)(=O)c1ccc2[nH]c(=O)[nH]c2c1 | -3 | -8 | 3 | -8 | 0.23 | 2 | 1 | -4 | -6
Cc1noc(C)c1S(=O)(=O)N1CCCC(C(=O)Nc2ccc(Cl)cn2)C1 (stereo not drawn) | 3 | 6 | 5 | 4 | 1.4 | 13 | 4 | -2 | -4
CS(=O)(=O)Nc1ccc(C(=O)NCCSCc2ccco2)cc1 | -6 | -14 | 8 | 2 | -0.15 | 17 | 7 | -2 | 0
Cc1c(C)c2ccc(OC3CCCCC3=O)cc2oc1=O (stereo not drawn) | -3 | -12 | -3 | 5 | 2.5* | 8 | -3 | -6 | -8
Cc1cccc(N2C(=O)CC(N(C(=O)c3ccco3)c3cccc(C)c3)C2=O)c1 (stereo not drawn) | -1 | 17 | 6 | -11 | -0.35 | 3 | -2 | 7 | -9
Cn1c(=O)[nH]c(=O)c2[nH]c(N(Cc3ccccc3)Cc3ccccc3)nc21 | 1 | -3 | 6 | -6 | 8.4* | 28 | 4 | 19 | 25
Cn1c(C(=O)NCCC2=CCCCC2)cc2c(=O)n3ccccc3nc21 | 0 | -1 | -20 | -15 | 0.82 | 5 | -4 | 8 | -9
CCOC(=O)c1c(C)[nH]c(/C(C)=N/O)c1C | -3 | -2 | 4 | . | . | . | 0 | -21 | 10
O=[n+]1c2c(n([O-])c3cc(F)ccc31)CCCC2 | 1 | -7 | 5 | 3 | 0.051 | 6 | 1 | -21 | -3
O=S(=O)(N1CCCCC1)n1c(Cc2ccccc2)nc2ccccc21 | 1 | -16 | 5 | -6 | 3.4 | 3 | -2 | -16 | 100*
Cc1ccc(OCCn2c(=O)cnc3ccccc32)cc1 | 0 | -6 | 4 | 2 | -0.26 | 19 | 3 | 0 | 7
CCOc1ccccc1N1CC(C(=O)Nc2ccc(C(=O)O)cc2)CC1=O (stereo not drawn) | -1 | -11 | -6 | -5 | 0.4 | -3 | 2 | 1 | -9

The order is random; 7.6% or so of the library scored in one or more.
